# KDM5B inhibitor: Primary screen for KDM5B Histone Demethylases FDH-coupled qHTS; Lysine-specific demethylase 5B (Homo sapiens), Q9UGL1; KDM5B demethylase, FDH-coupled NADH fluorescence (FDH is formaldehyde dehydrogenase); Potency, µM (top dose mostly 57.7 µM), inactives show at the highest dose activity change, negative = inhibition, usual class: inhibitors; hit rate 2.6% among 220,000; AID 1347165, 2019; active means well fitted inhibition curve with a large enough effect; inconclusive means small, poorly fitted or top-dose-only effect; inactive means no such curve, though single readings can be large or run the other way; further: 0% is about no effect; nearly all actives have a fitted effect of over 70% in size
# Target sequence (Q9UGL1 whole entry, looked up): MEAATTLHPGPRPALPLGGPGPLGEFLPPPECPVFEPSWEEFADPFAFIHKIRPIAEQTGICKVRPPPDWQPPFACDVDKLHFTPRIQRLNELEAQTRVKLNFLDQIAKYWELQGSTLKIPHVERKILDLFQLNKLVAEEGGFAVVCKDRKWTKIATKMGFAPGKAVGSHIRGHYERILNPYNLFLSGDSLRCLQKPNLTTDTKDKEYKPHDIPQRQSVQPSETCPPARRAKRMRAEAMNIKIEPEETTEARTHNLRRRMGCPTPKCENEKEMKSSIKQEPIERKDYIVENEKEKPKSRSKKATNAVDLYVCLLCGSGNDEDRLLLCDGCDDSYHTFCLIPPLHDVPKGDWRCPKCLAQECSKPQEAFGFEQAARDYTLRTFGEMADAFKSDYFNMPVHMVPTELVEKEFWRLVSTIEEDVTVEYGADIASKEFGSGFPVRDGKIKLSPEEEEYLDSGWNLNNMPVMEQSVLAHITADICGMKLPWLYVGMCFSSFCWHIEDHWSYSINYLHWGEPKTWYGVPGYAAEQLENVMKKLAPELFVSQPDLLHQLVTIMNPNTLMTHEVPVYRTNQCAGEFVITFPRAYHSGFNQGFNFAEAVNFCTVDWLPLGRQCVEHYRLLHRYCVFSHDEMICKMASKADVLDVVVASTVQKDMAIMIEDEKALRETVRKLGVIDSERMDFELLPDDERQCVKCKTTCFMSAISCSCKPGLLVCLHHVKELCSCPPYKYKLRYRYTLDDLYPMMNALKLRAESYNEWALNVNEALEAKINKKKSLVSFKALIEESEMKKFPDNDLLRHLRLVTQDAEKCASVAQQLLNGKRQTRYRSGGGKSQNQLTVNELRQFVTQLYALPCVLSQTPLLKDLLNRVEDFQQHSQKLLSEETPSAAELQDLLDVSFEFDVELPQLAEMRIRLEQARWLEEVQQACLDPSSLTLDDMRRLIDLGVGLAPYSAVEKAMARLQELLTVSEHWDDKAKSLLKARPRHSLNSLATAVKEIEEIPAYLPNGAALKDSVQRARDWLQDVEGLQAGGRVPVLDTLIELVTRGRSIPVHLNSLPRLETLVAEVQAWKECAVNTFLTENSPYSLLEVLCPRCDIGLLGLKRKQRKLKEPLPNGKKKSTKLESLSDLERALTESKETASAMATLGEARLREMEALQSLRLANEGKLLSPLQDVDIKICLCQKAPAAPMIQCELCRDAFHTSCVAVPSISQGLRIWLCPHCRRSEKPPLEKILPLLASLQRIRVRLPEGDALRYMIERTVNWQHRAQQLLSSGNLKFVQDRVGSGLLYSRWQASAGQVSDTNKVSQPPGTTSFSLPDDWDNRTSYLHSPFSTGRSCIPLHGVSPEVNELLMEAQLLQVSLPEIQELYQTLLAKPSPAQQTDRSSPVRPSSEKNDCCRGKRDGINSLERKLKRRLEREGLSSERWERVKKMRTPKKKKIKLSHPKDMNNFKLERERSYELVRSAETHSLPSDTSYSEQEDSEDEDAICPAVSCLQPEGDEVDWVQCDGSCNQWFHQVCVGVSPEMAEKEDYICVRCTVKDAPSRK
#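 Compound dilutions met 200 nM (final) KDM5BΔAP for 10 min at room temperature before substrate addition. The substrate mix held 12.5 µM H3K4me3 with cofactors 25 µM α-ketoglutarate and 50 µM Fe²⁺. NADH signal gain over 30 min defined activity.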
# Numbers without * were called inactive; ? = inconclusive; [ ] = dose if it differs, or a comment. Potency means the concentration at half of the fitted maximal effect. Not all compounds are listed (hit frequency here may not be typical).
KDM5B inhibitor | SMILES
-6% | Cc1ccc(OCCC2CCN(C(=O)c3cc(CN4CCOCC4)on3)C2)cc1 (stereo not given)
? | CSc1nc(N)c2c(n1)NC1=C(C(=O)CC(C)(C)C1)C2c1ccccc1 (stereo not given)
? | CC(C)c1ccc(CC(=O)N2CCCc3ncc(C(=O)Nc4ccccc4)cc32)cc1
-5% | CCCOc1ccc(C(=O)Nc2ccc(NC(=O)c3ccccc3)c(Br)c2)cc1
3% | CCN(Cc1ccccc1)C(=S)Nc1ccccc1C
15% | O=C(O)CNS(=O)(=O)c1cc(C(=O)O)ccc1Cl
1% | COC(=O)C(C)Sc1nnc(CSc2ncccn2)n1-c1ccc(Cl)cc1 (stereo not given)
-9% | Cc1cc(C)c(NC(=O)c2c(C)nn(-c3ccc(F)cc3)c2-n2cccc2)c(C)c1
0%[86.2 µM] | Cc1noc(C)c1-c1cc2cc(CN(C)C)oc2c(NC(C)C)n1
9% | C[C@]1(NC(=O)c2cnccn2)OC[C@@H]2CC[C@H](C(=O)NCc3ccc(OC(F)(F)F)cc3)N2C1=O

# Already shown: an excerpt of the list.
KDM5B inhibitor | SMILES
0%[86.2 µM] | Cc1noc(C)c1-c1cc2cc(CN(C)C)oc2c(NC(C)C)n1
9% | C[C@]1(NC(=O)c2cnccn2)OC[C@@H]2CC[C@H](C(=O)NCc3ccc(OC(F)(F)F)cc3)N2C1=O

# The list goes on:
KDM5B inhibitor | SMILES
-3% | CCCC(=O)Nc1nnc2n1CCS2
30%[activator][115 µM] | O=C(C1CCc2nnc(-c3ccc(Cl)cc3Cl)n21)N1CCCC1 (stereo not given)
-37% | Cc1noc(-c2ccc(N3CCC(C)CC3)c([N+](=O)[O-])c2)n1
67%[activator] | Cc1cccc(Nc2ccccc2C(=O)NCc2cccs2)c1C
-2% | CN(CC(=O)Nc1cc2[nH]c(=O)[nH]c2cc1Br)Cc1ccccc1N1CCCC1
? | COc1ccc(C2C(C(=O)c3ccc(C)o3)=C(O)C(=O)N2Cc2cccnc2)cc1OC (stereo not given)
28µM* | COCCNC(=O)c1ccc2c(c1)N(C)C(CC(=O)Nc1ccc[nH]c1=O)CO2 (stereo not given)
6% | O=C(NC(NCc1ccccc1Cl)(C(F)(F)F)C(F)(F)F)c1ccccc1
-2% | O=C1CCCCC(Cc2ccccc2)(C(=O)N2CCc3ccccc3C2)N1 (stereo not given)
-3% | Cc1cccc(C2N3CC4(C(C)C)CN2CC(C(C)C)(C3)C4=O)c1 (stereo not given)
-2% | CCCCC(CC)C(=O)Nc1ccc(F)cc1F (stereo not given)
15%[86.2 µM] | COc1ccc([C@H]2C[C@@H](O)[C@@H](O)[C@@H]2NCc2cnc3ccccc3c2)cc1
-12% | O=C(COC(=O)COc1cccc(Br)c1)Nc1ccccc1OC(F)F
-6% | C[C@]1(O)CCN(C(=O)CCS(=O)(=O)c2ccccc2)C[C@@H]1O
-6% | CC(=O)Oc1ccc(/C=C(\NC(=O)c2cccc(Br)c2)C(=O)Nc2ccc(C(=O)O)cc2)cc1
-9% | COc1ccc(-c2c(C)oc3cc(OCC(=O)OC(C)(C)C)ccc3c2=O)cc1OC
? | O=C(NCc1nnc2ccc(-c3ccccc3)nn12)c1cccc(Cl)c1
? | C=CCNC(=O)N1CC[C@H]2CC(=O)N([C@H](C(N)=O)C(C)C)CC[C@H]2C1
6% | O=C(Nc1ccc2c(c1)OCCO2)c1cc2c(s1)-c1ccc(Cl)cc1S(=O)(=O)C2
-1% | CC(=O)N1CCN(C(=O)Cn2ccc3c(Br)cccc32)CC1

# Retrieved one by one from the list above:
KDM5B inhibitor | SMILES
-2% | CCCCC(CC)C(=O)Nc1ccc(F)cc1F (stereo not given)
15%[86.2 µM] | COc1ccc([C@H]2C[C@@H](O)[C@@H](O)[C@@H]2NCc2cnc3ccccc3c2)cc1

# (listing goes on)
KDM5B inhibitor | SMILES
? | Cc1cccc(-n2nc(-c3c(C)nc4scc(CC(=O)NCCC(C)C)n4c3=O)cc2C)c1C
-24% | O=C(C1CC1)N(Cc1ccc2c(c1)CN(S(=O)(=O)c1cc(F)ccc1F)CCO2)c1ccccc1
6% | CCNC(=O)c1cccnc1OC1CCN(C(=O)c2ccccc2OC)C1 (stereo not given)
-18% | Cc1ccc(NC(=O)N2CCC(CCNC(=O)Cc3cccc(F)c3)CC2)cc1F
? | O=C(COc1ccccc1)NCCn1cccc1-c1nc(-c2ccc3c(c2)OCO3)no1
? | CN1c2cc(C(=O)Nc3cccc(OC(F)(F)F)c3)ccc2C(=O)N2CCCCC21 (stereo not given)
-12% | CCOc1cccc(CN2C[C@@H]3C(=O)N(CCCN4CCCC4=O)C(=O)[C@@H]3C2)c1
-1% | O=C(CC1CCOCC1)Nc1ccc(OC(F)(F)F)cc1
-21% | CCCCC(CC)CNC(=O)C1CCN(S(=O)(=O)c2cccc3nsnc23)CC1 (stereo not given)
-8% | O=C(O)c1ccccc1-c1ccccc1C(=O)Nc1nc2ccccc2s1

# KDM5B inhibitor, hit marks shown above
KDM5B inhibitor | SMILES
28µM* | COCCNC(=O)c1ccc2c(c1)N(C)C(CC(=O)Nc1ccc[nH]c1=O)CO2 (stereo not given)

# (listing goes on)
KDM5B inhibitor | SMILES
24% | NC(=O)c1cccnc1OC1CCN(C(=O)c2cccs2)C1 (stereo not given)
? | Cc1ccc(C(=O)O)cc1NC1(c2ccccc2)C(=O)c2ccccc2C1=O
? | CCN(CC)S(=O)(=O)c1ccc(NC(=O)c2cc3ccc4cccnc4c3[nH]2)cc1
5% | N/C(COc1cccc(Cl)c1)=N\O
? | Cc1ccc(-c2ccc(=O)n(CC(=O)Nc3ccc(C(C)C)cc3)n2)cc1
? | COc1ccc(CN[C@H](C)c2onc(C)c2C(=O)O)cc1
-17%[115 µM] | O=C1COc2ccc(-c3ccc(F)cc3)nc2CN1
-10% | CCC(C)NC(=O)Cn1c(=O)n(-c2ccc(OC)c(OC)c2)c(=O)c2ccccc21 (stereo not given)
? | COc1ccc(C(=O)Nc2ccccc2C(=O)OCc2cc(=O)n3c4c(sc3n2)CCCC4)cc1
? | O=C(Cn1c(=O)n(Cc2nc(-c3ccccc3)no2)c(=O)c2cc3c(cc21)OCO3)Nc1ccc(Cl)cc1
-7% | Cc1cccc2[nH]cc(C(=O)/C(C#N)=C\c3ccccc3F)c12
32µM* | C#CCNC(=O)c1nc(-c2ccccc2)c2ccccn12
-12%[115 µM] | COCC(=O)N1CC[C@H](c2nc3ccc(C)cc3[nH]2)C1
14% | NC(=O)CCN1CCN(S(=O)(=O)c2ccc(Br)cc2Cl)CC1
3% | CCOc1ccc2nc(SCC(=O)NCc3ccc(OC)cc3)[nH]c2c1
? | Cc1ccc(Cl)cc1N1CCN(S(=O)(=O)c2cn(C)c(C)n2)CC1
-24% | CCOC(=O)c1c(NC(=O)C(C)Sc2cn(CCNC(=O)c3c(F)cccc3F)c3ccccc23)sc2c1CCC2 (stereo not given)
? | COc1ccc(NC(=O)c2ccc3c(c2)OCCN(c2ccccc2)C3)cn1
9% | COc1ccc(OC)c(CNC(=O)CCc2c(C)nc3c(c2C)c(=O)n(C)c(=O)n3C)c1
-6% | Cc1ccc2c(CSc3nnnn3-c3ccc(O)cc3)cc(=O)oc2c1C
? | COc1cc(NS(=O)(=O)c2cccc(Cl)c2)cc2sc(NC(=O)c3ccccc3)nc12
? | COc1cc2c(cc1OC)-c1c(c(C(=O)Nc3cccnc3)nn1-c1ccccc1)C2
18% | Cc1ccc(SC(C)C(=O)NC(C(C)C)C(C)C)cc1 (stereo not given)
11% | O=C(c1nnc(COc2cc(F)cc(F)c2)n1-c1ccccc1)N1CCC[C@@H]1c1cccc(F)c1
9% | CCc1ccc(S(=O)(=O)N2CC(COC)C3(CCNCC3)C2)cc1 (stereo not given)
? | Cc1ccccc1CNC(=O)CCC(=O)N1CC2CCCN2c2ccccc21 (stereo not given)
-22% | COc1cc(C(=O)N2CCN(c3ccccc3O)CC2)ccc1OCC(=O)N1CCOCC1
? | O=C(NCc1cccc(F)c1)c1csc(N2CCN(c3ccc(Cl)cc3)CC2)n1
4% | CCCCn1nnnc1CSc1nnc(-c2ccccc2)n1-c1ccccc1
30% | COc1cccc(CCNC(=O)CC(C)(C)C)c1
-9% | C=CCS(=O)(=O)c1ccc2ccccc2c1
18% | CCN(CC)C(=O)CSc1nc(-c2ccc(C)cc2)nc2c1COC(C)(C)C2
1% | CCOC(=O)c1noc2nc(C)nc(Nc3cccc(C(F)(F)F)c3)c12
9% | O=C(NCc1cccnc1)N1CCN(S(=O)(=O)c2cc(Cl)ccc2Cl)CC1
-21% | CCN(CC)S(=O)(=O)c1ccc(Cl)c(C(=O)Nc2cccc3cccnc23)c1
-6% | COc1cc(NC(=O)CSc2ncccc2C(=O)OC(C)C)cc(OC)c1
-28% | O=C1CC(c2ccccc2)N(Cc2ccncc2)CCCN(C(=O)c2ccoc2)CCN1 (stereo not given)
? | COc1ccc2c(c1)CN(C(=O)c1cccc(C#N)c1)CC[C@H]1COC(=O)N21
22% | Cc1cc(C(=O)N2C[C@@H](CO)[C@H](c3ccncc3)C2)c(C)o1
? | Cn1ccc(C2CCCCN2Cc2cc(=O)c3cc(C(N)=O)ccc3[nH]2)n1 (stereo not given)
? | O=C(NC1CCCC1)c1cc(C2CC2)nc2onc(C3CCNC3)c12 (stereo not given)
17%[149 µM] | O=C(c1ccc2c(c1)OCO2)N1CCn2c(nnc2-c2cccnc2)C1
24% | Cc1c(C(=O)N(C)c2cccc(C(F)(F)F)c2)sc2nc3n(c(=O)c12)CCCCC3
? | Cc1ccccc1N1CCCN(Cc2cccc(CCN)c2)CC1
5% | CCc1ccccc1NC(=O)N(C)Cc1nc(-c2ccccc2C)oc1C
4% | CC(C)c1cnc2c(c1SCC(=O)Nc1ccc(C(N)=O)cc1)c(=O)n(C)c(=O)n2C
-1% | Cn1ncc(N2CCCC(CC(=O)NCc3cc(F)cc(F)c3)C2)cc1=O (stereo not given)
-11% | Cc1ccc(CN(C(=O)c2cccc(C#N)c2)C2CC2)cc1
17% | CC(=O)C[C@](N)(c1ccccc1)C(F)(F)F
7% | O=C(O)C1CC(=O)N(c2ccc(S(=O)(=O)Nc3ccc(F)c(F)c3)cc2)C1 (stereo not given)

# Continuation:
KDM5B inhibitor | SMILES
6% | CC(C)CN1C(=O)c2ccccc2C(C(=O)Nc2ccccn2)C12CCCC2 (stereo not given)
16% | COc1cc(F)c(S(=O)(=O)N2CCC(C(N)=O)CC2)cc1OC
-5% | COc1ccccc1OCC(=O)NC1CC(C)(C)NC(C)(C)C1
8% | Cn1cnnc1-c1cccc(NC(=O)Cc2cccc(F)c2)c1
24% | O=C(/C=C/c1ccccc1)Nc1cccc2c1CCCC2
-27% | O=C(COC(=O)COc1ccccc1F)Nc1ncc(C(F)(F)F)cc1Cl
6% | Cc1nc2c(c(N3CCC(O)(CN4CCCC4)CC3)n1)CCNCC2
-17% | Cc1nc(-n2nc(C)c(Cc3ccc4c(c3)OCO4)c2C)sc1C(=O)Nc1cccc(Cl)c1
-3% | CCN(c1cccc(C)c1)S(=O)(=O)c1nnc(NC(=O)c2ccccc2Cl)s1
4% | CCOc1ccc(NC(=O)N2CCN(Cc3nc(-c4ccccc4)oc3C)CC2)cc1
? | CCc1nn2c(=O)cc(COC(=O)c3ccccc3NC(=O)COc3ccc(C)c(C)c3)nc2s1
-2% | CCCCN1C(=O)C(=O)N(Cc2ncc(-c3ccc(F)cc3)o2)C1=O
-16% | Cc1ccc2c(C)c(C(=O)Nc3nonc3-c3cccs3)oc2c1
? | COc1cccc(NC(=O)N2CCN(c3nc(C)cc(Nc4ccc(C)cc4)n3)CC2)c1
? | Cc1ccc(Cl)cc1-n1ncc2c(NCCCc3ccccc3)ncnc21
-12% | O=C(Nc1cccc(-n2cccn2)c1)C1CCCN1C(=O)CC1CC1 (stereo not given)
? | CCOc1ccc2[nH]c(C(=O)N/N=C/c3ccccc3OC)cc2c1
? | Cc1ccc(CSc2nnc(C3CCN(C(=O)OC(C)(C)C)CC3)o2)cc1
? | O=C(NCC(F)(F)F)C1CCCC(C(=O)NCC(F)(F)F)C1 (stereo not given)
37% | Cc1nonc1NC(=O)CSc1nc(CCC2CCCC2)nc2ccccc12

# Compounds listed so far containing an NH in an aromatic ring, in the order listed:
KDM5B inhibitor | SMILES
-2% | CN(CC(=O)Nc1cc2[nH]c(=O)[nH]c2cc1Br)Cc1ccccc1N1CCCC1
28µM* | COCCNC(=O)c1ccc2c(c1)N(C)C(CC(=O)Nc1ccc[nH]c1=O)CO2 (stereo not given)
? | CCN(CC)S(=O)(=O)c1ccc(NC(=O)c2cc3ccc4cccnc4c3[nH]2)cc1
-7% | Cc1cccc2[nH]cc(C(=O)/C(C#N)=C\c3ccccc3F)c12
-12%[115 µM] | COCC(=O)N1CC[C@H](c2nc3ccc(C)cc3[nH]2)C1
3% | CCOc1ccc2nc(SCC(=O)NCc3ccc(OC)cc3)[nH]c2c1
? | Cn1ccc(C2CCCCN2Cc2cc(=O)c3cc(C(N)=O)ccc3[nH]2)n1 (stereo not given)
? | CCOc1ccc2[nH]c(C(=O)N/N=C/c3ccccc3OC)cc2c1

# The list continues:
KDM5B inhibitor | SMILES
-26%[86.2 µM] | COCCOc1ccnc(-c2noc([C@@H]3CCCN3Cc3cccnc3)n2)c1
-22% | Clc1ccccc1-c1nnc2sc(Cn3cccn3)nn12
-9% | CCN(CC)S(=O)(=O)c1cc(-c2nc(-c3cccc(F)c3)no2)sc1C
-7% | Cc1ccc(N(Cc2cc3ccc(C)cc3[nH]c2=O)S(C)(=O)=O)cc1
? | COc1ccc2c(c1)c1c(c(=O)n(CCc3ccccc3)c(=O)n1Cc1cccc(Cl)c1)n2C
-6% | CCOC(=O)c1c(C)oc2nc(C)nc(N3CCN(c4cc(Cl)ccc4C)CC3)c12
-1% | Cc1nn(CC(=O)N2CCCC2)c(=O)c2nc(C(C)C)sc12

# High-throughput results as filed in PubChem.
